# From PubChem BioAssay
# TbMetRS inhib: Trypanosoma brucei MetRS inhibition; purified T. brucei MetRS, ATP depletion, Kinase-Glo luminescence; inhibition, % at 11.9 µM; 360,000 tested, 0.4% active; AID 624268;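 active means inhibition above a per-plate cutoff of the control wells' mean inhibition plus 3 SD, cut at about 5.5% in these data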;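 further: 0% = DMSO wells median and 100% = median of wells with control inhibitor compound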
#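 technique = Kinase-Glo luminescence, ATP depletion format | system = purified MetRS (methionyl-tRNA synthetase) enzyme from Trypanosoma brucei | timing = 15 min preincubation, 2 h reaction, all 25 °C | evaluation = percent inhibition versus plate control medians | dosing = single dose, 11.9 µM final nominal, 0.9% final DMSO | also added = substrates ATP, L-methionine and bulk Escherichia coli tRNA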
# PABP1 MLLE inh: blocks PAM2 peptide binding to the PABP1 MLLE domain | GST-MLLE / FITC-PAM2 fluorescence polarization | inhibition, % at 20 µM | 360,000 tested, 0.36% active; in the data active means inhibition above about 35%, passing the limit was not always enough;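 further: plate controls were DMSO wells with GST-MLLE for no effect and wells lacking GST-MLLE protein for full effect; some results filed as inactive read as strong as hits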
# MsrA act: activators of bovine methionine sulfoxide reductase A | 360,000 tested, 0.3% active | purified bovine MsrA, absorbance read-out | activation, % at 10.6 µM | AID 602163; in the data active means activation above about 7.5%;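 further: 0% = vehicle and 100% = reference activator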
# NRP1-CendR mod: modulators of CendR peptide binding to human neuropilin-1; FAM-RPARPAR peptide binding to NRP-1, fluorescence polarization; inhibition, % at 25 µM; 360,000 tested, 0.85% active; AID 602438; O14786;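 active means inhibition or corrected inhibition above about 18%, plus a signal ratio from 0.5 to 1.5, limit read from the data, passing the limit was not always enough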; further: strong numbers were not always called active
# MsrA inhibitor: inhibits bovine methionine sulfoxide reductase A. purified bovine MsrA, absorbance read-out. inhibition, % at 15.5 µM. 360,000 tested, 0.75% active. AID 651718; in the data active means inhibition above about 4.5%;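 further: 0% = vehicle wells with enzyme and 100% = reference inhibitor wells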
# SKN-1 inh: inhibitors of C. elegans SKN-1. C. elegans VP596 Pgst-4::GFP/RFP ratio, acrylamide-induced, 24 h. 360,000 tested, 0.49% active. inhibition, % at 21.8 µM;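 active means interference check ratio from 0.5 to 1.5 plus GFP to RFP signal ratio inhibition reaching or exceeding a fixed threshold, cut at about 30% in these data, passing the limit was not always enough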; further: some compounds called inactive have numbers as strong as hits
# MT1-MMP act inh: MT1-MMP (human) activation inhibition | GFP/RFP ratio change, % at 20 µM | 360,000 tested, 0.061% active | P50281 | HT1080 RFP-PRO-GFP cells, GFP/RFP ratio fluorescence, overnight; percent of plate control window, DMSO zero | AID 651647;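 active means GFP/RFP ratio change of at least 30% with cell ATP level not reduced by more than half and red fluorescence within 50% of control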; further: strong numbers were not always called active
#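 Material: RFP-PRO-GFP reporter HT1080 cells. Dosing: single-point 20 µM compound, 1% DMSO. Controls: DMSO and RFP-L50D-GFP cell wells. Timing: cells overnight before dosing, compound overnight, 37 °C, 5% CO2. Measure: GFP/RFP fluorescence ratio.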
# FAS TE block: inhibitors of human fatty acid synthase thioesterase domain | P49327 | recombinant FAS-TE, OMFH fluorogenic substrate, fluorescence endpoint | inhibition, % at 15 µM | 360,000 tested, 0.67% active | AID 602261;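 active means compounds whose normalised, plate-corrected inhibition of enzyme fluorescence in the single-dose primary screen is 50% or more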;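 further: 0% = DMSO with enzyme and 100% = substrate without enzyme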
# Target sequence (P49327 whole entry, looked up, the tested form may be a part): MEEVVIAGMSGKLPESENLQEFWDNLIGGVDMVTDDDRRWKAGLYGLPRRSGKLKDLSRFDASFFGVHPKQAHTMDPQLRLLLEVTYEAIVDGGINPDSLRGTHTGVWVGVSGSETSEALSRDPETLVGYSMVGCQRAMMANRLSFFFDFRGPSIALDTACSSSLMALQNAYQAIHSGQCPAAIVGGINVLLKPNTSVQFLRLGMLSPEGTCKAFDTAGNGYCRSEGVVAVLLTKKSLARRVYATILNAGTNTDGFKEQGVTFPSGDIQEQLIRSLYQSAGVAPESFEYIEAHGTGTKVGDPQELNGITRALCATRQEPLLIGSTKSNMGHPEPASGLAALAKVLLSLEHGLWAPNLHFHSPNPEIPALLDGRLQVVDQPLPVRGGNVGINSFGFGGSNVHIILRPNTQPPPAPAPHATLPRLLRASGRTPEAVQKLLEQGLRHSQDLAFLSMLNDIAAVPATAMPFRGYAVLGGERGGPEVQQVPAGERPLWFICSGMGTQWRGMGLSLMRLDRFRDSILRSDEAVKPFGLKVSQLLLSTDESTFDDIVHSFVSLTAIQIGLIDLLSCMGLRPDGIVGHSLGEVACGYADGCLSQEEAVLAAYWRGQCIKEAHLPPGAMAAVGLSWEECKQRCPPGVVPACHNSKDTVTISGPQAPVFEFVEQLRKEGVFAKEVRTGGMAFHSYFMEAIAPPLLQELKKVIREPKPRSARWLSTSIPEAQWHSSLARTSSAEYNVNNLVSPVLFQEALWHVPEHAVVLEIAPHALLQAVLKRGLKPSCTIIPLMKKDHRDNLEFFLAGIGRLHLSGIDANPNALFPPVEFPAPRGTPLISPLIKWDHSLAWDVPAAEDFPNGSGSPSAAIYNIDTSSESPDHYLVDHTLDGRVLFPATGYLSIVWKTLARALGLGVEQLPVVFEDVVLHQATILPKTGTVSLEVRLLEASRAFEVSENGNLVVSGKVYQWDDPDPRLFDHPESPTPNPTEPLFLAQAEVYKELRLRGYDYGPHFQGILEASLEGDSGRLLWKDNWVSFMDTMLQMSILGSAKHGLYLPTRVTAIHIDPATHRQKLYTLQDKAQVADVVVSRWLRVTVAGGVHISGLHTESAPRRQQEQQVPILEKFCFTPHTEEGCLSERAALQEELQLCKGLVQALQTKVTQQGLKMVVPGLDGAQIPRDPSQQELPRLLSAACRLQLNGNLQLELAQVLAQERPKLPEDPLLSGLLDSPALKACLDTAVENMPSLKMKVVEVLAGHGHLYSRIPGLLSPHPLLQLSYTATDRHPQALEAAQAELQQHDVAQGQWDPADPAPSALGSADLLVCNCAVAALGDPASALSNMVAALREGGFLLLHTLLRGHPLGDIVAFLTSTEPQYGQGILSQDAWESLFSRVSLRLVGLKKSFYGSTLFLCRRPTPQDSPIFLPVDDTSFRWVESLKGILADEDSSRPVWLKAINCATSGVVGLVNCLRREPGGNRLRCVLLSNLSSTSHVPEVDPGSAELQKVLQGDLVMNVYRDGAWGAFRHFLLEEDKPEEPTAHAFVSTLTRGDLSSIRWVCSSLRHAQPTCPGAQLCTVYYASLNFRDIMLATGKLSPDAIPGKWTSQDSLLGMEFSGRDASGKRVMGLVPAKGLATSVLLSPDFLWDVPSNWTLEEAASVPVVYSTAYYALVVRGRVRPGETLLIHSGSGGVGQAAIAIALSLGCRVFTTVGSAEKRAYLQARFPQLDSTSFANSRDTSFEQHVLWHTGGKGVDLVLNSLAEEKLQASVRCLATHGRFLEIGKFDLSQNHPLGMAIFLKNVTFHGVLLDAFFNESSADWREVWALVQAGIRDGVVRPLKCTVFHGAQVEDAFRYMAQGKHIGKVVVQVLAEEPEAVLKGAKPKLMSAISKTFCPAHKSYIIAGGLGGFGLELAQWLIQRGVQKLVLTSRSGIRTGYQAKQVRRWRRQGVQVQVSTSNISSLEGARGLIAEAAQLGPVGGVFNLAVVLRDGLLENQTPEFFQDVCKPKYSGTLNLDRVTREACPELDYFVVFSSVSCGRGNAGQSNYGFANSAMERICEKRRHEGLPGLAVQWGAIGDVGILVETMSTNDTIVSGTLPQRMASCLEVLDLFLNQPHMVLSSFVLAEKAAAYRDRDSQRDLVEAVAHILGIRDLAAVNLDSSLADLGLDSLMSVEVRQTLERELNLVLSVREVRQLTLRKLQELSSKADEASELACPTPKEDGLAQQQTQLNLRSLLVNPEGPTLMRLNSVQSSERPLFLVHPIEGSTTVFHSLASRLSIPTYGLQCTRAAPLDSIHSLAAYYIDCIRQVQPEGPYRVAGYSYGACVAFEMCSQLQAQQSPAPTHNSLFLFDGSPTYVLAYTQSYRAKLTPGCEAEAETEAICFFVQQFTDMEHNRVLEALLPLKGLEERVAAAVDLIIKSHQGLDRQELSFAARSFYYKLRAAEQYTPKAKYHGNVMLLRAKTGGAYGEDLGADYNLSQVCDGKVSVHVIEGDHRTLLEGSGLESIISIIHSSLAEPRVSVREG
# E coli Lon inh: E. coli protease La inhibition. P0A9M0. purified E. coli Lon protease, fluorescence polarization. inhibition, % at 7.94 µM. 360,000 tested, 0.42% active. AID 602123; in the data active means inhibition above about 13%, passing the limit was not always enough;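 further: 0% = enzyme with probe and DMSO and 100% = no enzyme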
# Starred values were filed as active, the others as inactive.
No. | Molecule | TbMetRS inhib | PABP1 MLLE inh | MsrA act | NRP1-CendR mod | MsrA inhibitor
1 | COc1cc2c(cc1OC)C13CCN4CC5=CCOC(CC(=O)O)C(C5CC41)C3N2 (configuration not stated) | -0.4 | 0 | -5 | 2 | 0.0
2 | C[C@@H]1CN([C@@H](C)CO)C(=O)CCCn2nncc2CO[C@@H]1CN(C)C(=O)Oc1ccccc1 | -0.5 | 9 | -2 | -16 | 0.5
3 | Cn1c(C(=O)N2CCC3(CC2)OCCO3)cc2c(=O)n(C)c3ccccc3c21 | -0.7 | 0 | -12 | 0 | -0.4
4 | O=S1(=O)N(Cc2ccc(F)cc2)CCCN1Cc1ccccc1Cl | -0.9 | -2 | -1 | 6 | 0.3
5 | CC1=CC(=O)NP(=O)(Oc2ccc3ccccc3c2)N1 (configuration not stated) | -1.0 | 11 | -1 | 12 | 0.0
6 | CCOP(=O)(OCC)c1cccc(O)c1 | 0.6 | 12 | -4 | -4 | -0.9
7 | O=C1NC(=O)C2(Cc3cc([N+](=O)[O-])ccc3N3CCN(C(=O)c4ccccc4)CC32)C(=O)N1 (configuration not stated) | 0.1 | -3 | -3 | -2 | 1.9
8 | C#CC1(OC(=O)c2ccccc2)CC(C)N(C)CC1C (configuration not stated) | -0.8 | 4 | -2 | -5 | -0.8
9 | CCOP(=O)(OCC)c1cccc(OP(=O)(c2cccc([N+](=O)[O-])c2)c2cccc([N+](=O)[O-])c2)c1 | -0.5 | 9 | 4 | 11 | -0.6
10 | Cc1ccc(-n2c(O)c(C=NCCN3CCOCC3)c(=O)[nH]c2=O)cc1 | -0.7 | 8 | -4 | 5 | 0.1
11 | COc1ccccc1N1CCN(C(CNC(=O)Oc2ccccc2)c2cccnc2)CC1 (configuration not stated) | -0.9 | -6 | 1 | 14 | -0.1
12 | CC1(O)CCC2C3CCC4=CC(=O)CCC4(C)C34OC4CC21C (configuration not stated) | 0.2 | -10 | -2 | 8 | -0.5
13 | CCN(CCNc1ccc([N+](=O)[O-])c2cccnc12)S(=O)(=O)c1ccccc1 | 0.0 | -32 | -3 | -64 | 0.9
14 | O=C1/C(=C/c2cccc([N+](=O)[O-])c2)N2CCC1CC2 | 0.6 | 0 | -3 | -9 | -0.1
15 | COC1=CC23CCCN2CCc2cc4c(cc2C3C1O)OCO4 (configuration not stated) | 0.1 | -13 | 1 | -3 | 0.5
16 | O=C1NC(=O)N(Cc2ccc(F)cc2)C(=O)/C1=C\C=C\c1ccco1 | 0.2 | -70 | -4 | -173 | -1.0
17 | CCCCOC(=O)c1ccccc1C(=O)OCCCC | -0.4 | 17 | -2 | 19 | -0.6
18 | COc1cc(/C=C2/C(=O)NC(=O)N(c3ccccc3)C2=O)ccc1O | -0.9 | 14 | -7 | -8 | 1.9

No. | SKN-1 inh | MT1-MMP act inh | FAS TE block | E coli Lon inh
1 | -2 | -2 | -4 | -4
2 | 5 | 2 | -9 | 5
3 | -11 | 1 | -5 | 2
4 | 0 | 4 | 22 | -3
5 | 1 | -2 | -5 | -2
6 | -2 | 0 | -8 | -2
7 | 25 | 4 | -2 | 7
8 | 19 | -3 | -5 | 16
9 | 16 | 5 | -4 | 11
10 | -28 | 0 | -9 | -5
11 | 9 | -1 | -5 | -6
12 | -3 | 4 | -7 | -1
13 | 2 | -1 | 6 | -2
14 | 1 | -2 | 0 | 3
15 | 17 | 0 | -7 | -2
16 | -2 | -57 | -2 | -184
17 | 8 | 0 | 20 | 4
18 | 3 | 5 | -4 | -6

# Structural class: the entries above containing four or more nitrogen atoms (5)
No. | Molecule | TbMetRS inhib | PABP1 MLLE inh | MsrA act | NRP1-CendR mod | MsrA inhibitor
2 | C[C@@H]1CN([C@@H](C)CO)C(=O)CCCn2nncc2CO[C@@H]1CN(C)C(=O)Oc1ccccc1 | -0.5 | 9 | -2 | -16 | 0.5
7 | O=C1NC(=O)C2(Cc3cc([N+](=O)[O-])ccc3N3CCN(C(=O)c4ccccc4)CC32)C(=O)N1 (configuration not stated) | 0.1 | -3 | -3 | -2 | 1.9
10 | Cc1ccc(-n2c(O)c(C=NCCN3CCOCC3)c(=O)[nH]c2=O)cc1 | -0.7 | 8 | -4 | 5 | 0.1
11 | COc1ccccc1N1CCN(C(CNC(=O)Oc2ccccc2)c2cccnc2)CC1 (configuration not stated) | -0.9 | -6 | 1 | 14 | -0.1
13 | CCN(CCNc1ccc([N+](=O)[O-])c2cccnc12)S(=O)(=O)c1ccccc1 | 0.0 | -32 | -3 | -64 | 0.9

No. | SKN-1 inh | MT1-MMP act inh | FAS TE block | E coli Lon inh
2 | 5 | 2 | -9 | 5
7 | 25 | 4 | -2 | 7
10 | -28 | 0 | -9 | -5
11 | 9 | -1 | -5 | -6
13 | 2 | -1 | 6 | -2

# These rows are one share of the data (hit frequency here may not be typical).
